# Source: PubChem (Johns Hopkins Ion Channel Center)
# MrgX1 PAM – allosterically activates human MrgX1 receptor signaling. MrgX1-HEK293, Fluo-4 calcium flux, FDSS; hits give high values. B-score at 10 µM. hit rate 0.63% among 310,000. AID 588675;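 active means plate-corrected calcium response at least 3 library SD above typical, normal starting fluorescence, not activating the receptor alone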;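 further: compound read alongside a low EC10 to EC30 dose of BAM8-22 agonist; peak minus trough fluorescence over baseline measured at the second addition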
# KCNQ1 block – human KCNQ1 channel inhibition | P51787 | CHO-K1 KCNQ1, FluxOR thallium flux fluorescence; hits give high values | B-score at 10 µM | hit rate 1.3% among 310,000;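 active means compounds whose thallium flux B-score, printed positive for inhibition, exceeds three library SD while starting fluorescence stays within three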;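 further: channel opened by potassium depolarization with thallium stimulus after 20 min compound exposure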
# Target sequence (P51787 whole entry, looked up): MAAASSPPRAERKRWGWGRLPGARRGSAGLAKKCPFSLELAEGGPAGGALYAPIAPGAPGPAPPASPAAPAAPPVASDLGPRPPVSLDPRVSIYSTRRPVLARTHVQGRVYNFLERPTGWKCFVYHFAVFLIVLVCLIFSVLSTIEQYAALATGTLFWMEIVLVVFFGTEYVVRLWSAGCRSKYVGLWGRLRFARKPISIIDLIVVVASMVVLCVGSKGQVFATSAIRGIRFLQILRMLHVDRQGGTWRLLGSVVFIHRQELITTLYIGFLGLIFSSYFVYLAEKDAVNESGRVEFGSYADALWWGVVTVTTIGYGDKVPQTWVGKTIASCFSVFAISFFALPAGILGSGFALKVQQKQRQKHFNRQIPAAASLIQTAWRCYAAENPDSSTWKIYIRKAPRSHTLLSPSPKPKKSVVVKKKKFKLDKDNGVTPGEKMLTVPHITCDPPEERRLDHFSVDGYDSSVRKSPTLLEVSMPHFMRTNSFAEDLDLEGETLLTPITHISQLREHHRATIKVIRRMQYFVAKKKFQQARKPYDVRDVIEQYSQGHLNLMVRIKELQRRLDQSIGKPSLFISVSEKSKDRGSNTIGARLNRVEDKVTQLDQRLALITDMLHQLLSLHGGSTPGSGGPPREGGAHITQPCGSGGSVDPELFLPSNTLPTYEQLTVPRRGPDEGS
# TMEM16A act – activates or potentiates the mouse TMEM16A chloride channel; HEK293 TMEM16A/YFP-H148Q/I152L, iodide quench fluorescence; hits give low values; B-score at 10 µM; Q8BHY3; hit rate 0.3% among 340,000; AID 623877;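 active means fluorescence-ratio B-score plate-corrected deviation score at least 3 library SD below zero, with starting fluorescence score within 5 deviations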;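 further: channel opened by trigger with iodide after compound preincubation; score built on the fluorescence ratio of max minus min over baseline; more negative score means more quench and so TMEM16A activation or potentiation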
# ANO1 block – blocks the mouse calcium-activated chloride channel TMEM16A. Q8BHY3. HEK293 TMEM16A/YFP iodide influx fluorescence, ionomycin. normalized B-score (activity score, 25-100; higher = stronger inhibition) at 10 µM. hit rate 1.2% among 310,000. AID 588511;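 active means ratio plate-corrected score three or more library SD toward inhibition, starting fluorescence score within five deviations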;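 further: score derived from kinetic fluorescence span divided by baseline fluorescence per well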
# MrgX1 agonist – agonists of human MrgX1 receptor | Q96LB2 | AID 588627 | MrgX1-HEK293 cells, Fluo-4 calcium fluorescence, agonist mode; hits give high values | B-score at 10 µM | hit rate 0.44% among 310,000;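 active means calcium response B-score plate-corrected fluorescence ratio at least 3 library SD, with starting fluorescence B-score inside 5 SD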
#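 System – MrgX1-expressing HEK293 cells · Incubation – cells plated overnight, dye loaded 0.5 h 37 °C, 0.5 h room temperature · Technique – kinetic Fluo-4 NW fluorescence of intracellular calcium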
# hERG protect – hERG (human) protection from proarrhythmic block | hit rate 0.51% among 310,000 | AID 1511 | activation (rescue from dofetilide block), less the hit threshold, % at 10 µM | CHO-hERG, FluxOR thallium flux, dofetilide IC70 present;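 active means activation above the mean of controls blocked by dofetilide plus 5 SD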;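 further: thallium influx through hERG after potassium depolarization seen as dye fluorescence rise; in these data hits start at about 4.7%; inactives centre near -7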
# KCNK3 inh – human KCNK3 channel inhibition, primary screen; AID 602410; hit rate 0.84% among 340,000; B-score at 10 µM; CHO-KCNK3 thallium flux, FluxOR fluorescence; hits give low values;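 active means B-score under library mean minus 4 SD, starting fluorescence ratio at most library mean plus 5 SD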;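 further: more negative B-score means stronger inhibition of thallium flux through KCNK3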
# KCNK9 block – human KCNK9 channel inhibition. Q9NPC2. HEK293 KCNK9, FluxOR thallium flux fluorescence; hits give low values. B-score at 10 µM. hit rate 1.2% among 310,000;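 active means ratio B-score over 3 SD below the library mean, with starting fluorescence within 5 SD of its mean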;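 further: negative B-score means less thallium flux so channel inhibition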
# Target sequence (Q9NPC2 whole entry, looked up): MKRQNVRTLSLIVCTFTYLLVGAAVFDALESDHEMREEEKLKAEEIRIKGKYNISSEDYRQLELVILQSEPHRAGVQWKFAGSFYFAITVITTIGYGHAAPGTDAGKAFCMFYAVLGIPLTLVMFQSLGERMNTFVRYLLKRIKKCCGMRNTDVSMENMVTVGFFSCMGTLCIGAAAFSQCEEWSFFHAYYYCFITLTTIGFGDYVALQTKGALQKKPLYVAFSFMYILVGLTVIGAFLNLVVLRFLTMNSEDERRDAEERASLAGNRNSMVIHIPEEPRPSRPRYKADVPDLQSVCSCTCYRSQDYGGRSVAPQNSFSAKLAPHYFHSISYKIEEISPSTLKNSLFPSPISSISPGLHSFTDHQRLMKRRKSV
# KCNQ1 act – potentiators or activators of human KCNQ1 potassium channel | CHO-K1 KCNQ1, thallium flux FluxOR fluorescence; hits give high values | P51787 | B-score at 10 µM | hit rate 0.35% among 310,000;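 active means fluorescence ratio B-score, a plate-corrected score, at least three library SD, with initial intensity B-score within 5 SD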
#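 System: Stable KCNQ1 CHO-K1 line | Incubation: 90 min dye loading and 20 min compound exposure, both at room temperature | Measure: Ratio B score | Medium: Assay buffer for compound exposure, DMSO matched across wells | Compound dosing: Single-concentration screen | Probe or stimulus: K+/Tl+ depolarizing stimulus | Measured by: Kinetic FluxOR fluorescence, 10 s baseline plus 110 s post-stimulus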
# RGS4 act – RGS4 potentiation or activation; HEK293 M3R/inducible RGS4, carbachol calcium flux Fluo4; hits give low values; hit rate 0.92% among 310,000; B-score at 10 µM;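 active means B-score of the integrated calcium signal more than 4 SD below the library mean, with starting fluorescence not abnormally high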;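 further: negative B-score means reduced calcium response which marks RGS4 activation or potentiation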
#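 Detection: kinetic calcium fluorescence imaging with Fluo4-AM dye, 2 µM / Material: HEK293 cells with stable M3R and inducible RGS4 / Schedule: recording 10 s baseline at 1 Hz, 100 s post-agonist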
# RGS4 inh – inhibitors of human RGS4; B-score at 10 µM; P49798; hit rate 0.45% among 310,000; AID 463165; HEK293 M3R/RGS4 inducible, Fluo-4 calcium flux; hits give high values; triggered by carbachol at its EC20;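 active means B-score, a plate-corrected calcium signal, over three deviations above library mean, with baseline fluorescence within five deviations of library mean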;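 further: RGS4 expression induced by doxycycline in cells with stable M3 receptor; B-score is computed from the integrated fluorescence ratio over baseline after carbachol; higher B-score means a larger calcium signal and so more RGS4 inhibition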
# * = called active by the depositor; i = inactive; nt = no result given.
SMILES,MrgX1 PAM,KCNQ1 block,TMEM16A act,ANO1 block,MrgX1 agonist,hERG protect,KCNK3 inh,KCNK9 block,KCNQ1 act,RGS4 act,RGS4 inh
CC(C)C(=O)Nc1cc(=O)[nH]c2ncnn12,i,i,i,i,i,-4,i,i,i,i,i
Nc1nc(-c2ccc([N+](=O)[O-])cc2)c(C(=O)Nc2ccc(Cl)cc2)s1,i,i,i,i,i,-8,i,i,i,i,i
CCN(c1ccccc1)c1ncnc2c1cnn2-c1ccccc1,i,i,i,i,i,-23,i,i,i,i,i
CCn1c2c(c3cc(Br)ccc31)CCC/C2=N\O,i,i,i,i,i,-4,i,i,i,i,i
O=C1CCC(C(=O)OCc2ccccc2)N1 (configuration not stated),i,i,i,i,i,-6,i,i,i,i,i
COc1ccc(NC(=O)c2ccccc2NC(=O)C2CC=CCC2C(=O)O)cc1 (configuration not stated),i,i,i,i,i,-6,i,i,i,i,i
COc1cc(CN2CCN(c3ccccc3C)CC2)cc([N+](=O)[O-])c1O,i,i,i,i,i,-1,i,i,i,i,i
O=C(CN(C(=O)c1ccccc1Cl)N1C(=O)C2C3C=CC(C3)C2C1=O)c1cccs1 (configuration not stated),i,i,i,i,i,-10,i,i,i,i,i
COc1ccc2[nH]c(=O)c(CN(CCO)C(=O)NCc3ccccc3)cc2c1,i,i,i,i,i,-10,i,i,i,i,i
c1ccc(-c2nnc(-c3ccccc3)c(-c3c[nH]c4ccccc34)n2)cc1,i,i,i,i,i,-13,i,i,i,i,i
O=C(COn1nnc2ccc(Cl)cc21)Nc1ccc(F)cc1,i,i,i,i,i,-12,i,i,i,i,i
O=C(NNC(=S)Nc1ccc(F)cc1)C1CC1c1ccc(Cl)cc1 (configuration not stated),i,i,i,i,i,-22,i,i,i,i,i
COc1cccc(CN(C(=O)c2cnccn2)C(C(=O)NC2CCCCC2)c2cc(OC)c(OC)c(OC)c2)c1 (configuration not stated),i,i,i,i,i,-5,i,i,i,i,i
Cc1[nH]c(=O)nc(SCc2ccc(Cl)c(Cl)c2)c1C#N,i,i,i,i,i,-4,i,i,i,i,i
CC1CC(C#N)N(N(C)C)C1=C(C#N)C#N (configuration not stated),i,i,i,i,i,-8,i,i,i,i,i
CSc1ncc(Cl)c(C(=O)Nc2nnc(SC)s2)n1,i,i,i,i,i,-6,i,i,i,i,i
C#CCOCCOCCOCCNc1nc(N2CCN(C(=O)CCCCCCCCCCNC(=O)[C@H]([C@@H](C)CC)n3cc(CCCCCN)nn3)CC2)nc(N2CCN(C(=O)CCCCCCCCCCNC(=O)[C@@H]([C@H](C)O)n3cc(C)nn3)CC2)n1,i,nt,-12*,i,i,nt,i,nt,nt,nt,nt
CC1(C)Cc2ccccc2-c2nc(-c3ccccc3)oc(=O)c21,i,10*,i,i,i,-14,i,i,i,i,i
COc1ccc2nc(Nc3nc4cc5c(cc4s3)OCO5)sc2c1,i,i,i,i,i,-8,i,i,i,i,i
CCOC(=O)C1CCCN(C(=O)Cn2nc(C)n3nc(-c4ccccc4)cc3c2=O)C1 (configuration not stated),i,i,i,i,i,-9,i,i,i,i,i
COc1cc(/C=N/NC(=O)c2cccc([N+](=O)[O-])c2)ccc1OCc1ccccc1,i,i,i,i,i,-4,i,i,i,i,i
O=C(O)CCCC(=O)Nc1ccc(C(=O)NCc2cccnc2)cc1,i,i,i,i,i,-5,i,i,i,i,i
COc1ccc(-c2nc(CN3CCC(C(=O)NCC4CCCO4)CC3)c(C)o2)cc1OC (configuration not stated),i,i,i,i,i,-11,i,i,i,i,i
COc1ccc(CN2CCNC(=O)C2CC(=O)NC2Cc3ccccc3C2)c(OC)c1 (configuration not stated),i,i,i,i,i,-7,i,i,i,i,i
O=C(COC(=O)CCc1ccc(S(=O)(=O)N2CCOCC2)cc1)NC(=O)NC1CCCCC1,i,i,i,i,i,-11,i,i,i,i,i
c1cncc(COC2CCCN(Cc3nc(-c4cccs4)no3)C2)c1 (configuration not stated),i,i,i,i,i,-9,i,i,i,i,i
O=C(O)c1cc(S(=O)(=O)NC23CC4CC(CC(C4)C2)C3)ccc1Cl,i,i,i,i,i,-2,i,i,i,i,i
CCOc1ccc(OCC)c(NC(=O)CN2CCN(CC(=O)NC(C)C)CC2)c1,i,i,i,i,i,-10,i,i,i,i,i
COC(=O)c1sc(NC(=O)COc2cccc(C)c2)nc1C,i,i,i,i,i,-11,i,i,i,i,i
Cc1ccc(C(=O)NC(=O)CSc2ncccc2C(=O)O)cc1,i,i,i,i,i,-2,i,i,i,i,i
CCCNC(C)(C)COC(=O)c1ccccc1,i,nt,i,i,i,nt,i,nt,nt,nt,nt
COc1ccc(N=C2SC(CC(=O)Nc3ccccc3)C(=O)N2CCc2ccccn2)cc1 (configuration not stated),i,i,i,i,i,-12,i,i,i,i,i
N=c1c(S(=O)(=O)c2ccc(Br)cc2)cc2c(=O)n3ccccc3nc2n1Cc1ccccc1,i,i,i,i,i,-8,i,i,i,i,i
C/C(=N\Nc1nc(N2CCOCC2)nc(N2CCOCC2)n1)c1cccc([N+](=O)[O-])c1,i,i,i,i,i,-15,i,i,i,i,i
O=C(NCc1ccc(Cl)cc1)C1CCCCN1S(=O)(=O)c1ccccc1 (configuration not stated),i,i,i,i,i,-9,i,i,i,i,i
O=C(NCc1ccc2c(c1)OCO2)C1CC(=O)N(c2ccc(O)cc2)C1 (configuration not stated),i,i,i,i,i,-12,i,i,i,i,i
CC(=O)Nc1c(C(=O)O)oc2ccccc12,i,i,i,i,i,-11,i,i,i,i,i
NC(=O)Nc1ccccc1C(=O)NCCc1ccccc1,i,i,i,i,i,-10,i,i,i,i,i
Cc1cccn2c(=O)c3cc(C#N)c(=NC(=O)c4ccco4)n(Cc4ccco4)c3nc12,i,i,i,i,i,-4,i,i,i,i,i
COc1ccc(-n2c(SC(C)C(=O)N3CCOCC3)nc3ccccc3c2=O)cc1 (configuration not stated),i,i,i,i,i,-10,i,i,i,i,i
COCCN1CC(C(=O)NCc2ccccc2-n2ccnc2C)CCC1=O (configuration not stated),i,i,i,i,i,-11,i,i,i,i,i
COc1ccc(N2CCN(C(=O)c3ccc(Br)o3)CC2)cc1,i,i,i,i,i,-7,i,i,i,i,i
O=C(/C=C/c1ccc([N+](=O)[O-])cc1)Oc1ccc(/C=N/NC(=O)c2ccncc2)cc1,i,i,i,i,i,-8,i,i,i,i,i
O=C(NCC12CC3CC(CC(C3)C1)C2)c1nn2c(c1Cl)NC(c1ccco1)CC2C(F)(F)F (configuration not stated),i,i,i,i,i,-5,i,i,i,i,i
Cc1cc(C(=O)O)c2ccccc2n1,i,i,i,i,i,-3,i,i,i,i,i

# Results in RGS4 act and hERG protect, for some of the entries so far:
canonical_smiles	RGS4 act	hERG protect
COc1ccc(-n2c(SC(C)C(=O)N3CCOCC3)nc3ccccc3c2=O)cc1 (configuration not stated)	i	-10
O=C(NCC12CC3CC(CC(C3)C1)C2)c1nn2c(c1Cl)NC(c1ccco1)CC2C(F)(F)F (configuration not stated)	i	-5
O=C(NCc1ccc(Cl)cc1)C1CCCCN1S(=O)(=O)c1ccccc1 (configuration not stated)	i	-9
O=C(NCc1ccc2c(c1)OCO2)C1CC(=O)N(c2ccc(O)cc2)C1 (configuration not stated)	i	-12
CC(=O)Nc1c(C(=O)O)oc2ccccc12	i	-11
COc1ccc(N=C2SC(CC(=O)Nc3ccccc3)C(=O)N2CCc2ccccn2)cc1 (configuration not stated)	i	-12

# (continued)
SMILES,MrgX1 PAM,KCNQ1 block,TMEM16A act,ANO1 block,MrgX1 agonist,hERG protect,KCNK3 inh,KCNK9 block,KCNQ1 act,RGS4 act,RGS4 inh
CN(c1cccc(NC(=O)CN(c2cccc(Cl)c2)S(=O)(=O)c2ccc(Cl)cc2)c1)S(C)(=O)=O,i,i,i,i,i,-3,i,-7.3*,i,i,i
Cn1c(SCC(=O)N2CCCC2)nnc1-c1cccs1,i,i,i,i,i,-2,i,i,i,i,i
Cn1c(C(=O)O)c(C=O)c2ccccc21,i,i,i,i,i,-10,i,i,i,i,i
NNc1nccc(Nc2ccccc2C(=O)O)n1,i,i,i,i,i,-4,i,i,i,i,i
Cc1ccc(C(=O)/C=C/c2c[nH]c3ccccc23)cc1,i,i,i,i,i,-2,i,i,i,i,i
O=C(CSc1ccccc1)N1CCC(N2CCC(C(=O)N3CCCC3)CC2)CC1,i,i,i,i,i,-10,i,i,i,i,i
Cc1cccc(NC(=O)CSCC(=O)N(C)CC(=O)Nc2cccc(F)c2)c1,i,i,i,i,i,-16,i,i,i,i,i
CC(NC(=O)CCCN1C(=O)c2ccccc2C1=O)c1ccc2c(c1)CCCC2 (configuration not stated),i,i,i,i,i,-4,i,i,i,i,i
COC(=O)C(NS(=O)(=O)c1ccc(NC(C)=O)cc1)C(C)C (configuration not stated),i,i,i,i,i,-3,i,i,i,i,i
CCN(CC)S(=O)(=O)c1cccc(C(=O)N/N=C(\C)c2ccc(O)cc2O)c1,i,i,i,i,i,-22,i,i,i,i,i
COc1ccccc1C(=O)Nc1ccnn1C1CCN(C/C=C/c2ccccc2)CC1,i,i,i,i,i,-17,i,i,i,i,i

# Gathered by group, those above containing bromine (3)
SMILES,MrgX1 PAM,KCNQ1 block,TMEM16A act,ANO1 block,MrgX1 agonist,hERG protect,KCNK3 inh,KCNK9 block,KCNQ1 act,RGS4 act,RGS4 inh
CCn1c2c(c3cc(Br)ccc31)CCC/C2=N\O,i,i,i,i,i,-4,i,i,i,i,i
N=c1c(S(=O)(=O)c2ccc(Br)cc2)cc2c(=O)n3ccccc3nc2n1Cc1ccccc1,i,i,i,i,i,-8,i,i,i,i,i
COc1ccc(N2CCN(C(=O)c3ccc(Br)o3)CC2)cc1,i,i,i,i,i,-7,i,i,i,i,i

# Pulled by structure from the list above, two records:
SMILES,MrgX1 PAM,KCNQ1 block,TMEM16A act,ANO1 block,MrgX1 agonist,hERG protect,KCNK3 inh,KCNK9 block,KCNQ1 act,RGS4 act,RGS4 inh
Cn1c(C(=O)O)c(C=O)c2ccccc21,i,i,i,i,i,-10,i,i,i,i,i
CCN(CC)S(=O)(=O)c1cccc(C(=O)N/N=C(\C)c2ccc(O)cc2O)c1,i,i,i,i,i,-22,i,i,i,i,i
